m5-HT2A agonist: mouse Htr2a agonists via beta-arrestin recruitment, primary screen, cell-based, luminescence. 360,000 compounds, 0.66% hits. AID 624169, 2012. activation, % at 7.6 µM. CHO-K1 mHTR2A beta-arrestin complementation; percent of 30 µM serotonin response. 5-hydroxytryptamine receptor 2A (Mus musculus), P35363;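 active = activation above a run cutoff, the mean activation of all tested compounds plus 3 SD, cut at about 14% in these data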;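 note: 0% = plate median of compound wells and 100% = 30 µM serotonin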
ABCB6 inh 2: ABCB6 transporter inhibitors, primary screen, K562-ABCB6 cells, flow cytometry, MLPCN library | K562-ABCB6 porphyrin accumulation, 1 h; active compounds read low | fluorescence ratio to DMSO, % at 10 µM | 360,000 compounds, 0.19% hits | AID 602162, 2011;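 active = fluorescence ratio to DMSO below 75%, the collection mean minus 3 SD; inconclusive = too few cells collected in the well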;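 note: signal is porphyrin accumulated inside mitochondria; 100% equals median channel fluorescence of DMSO control wells; lower ratio means ABCB6 inhibition with less porphyrin fluorescence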
Target sequence (Q9NP58 whole entry, looked up): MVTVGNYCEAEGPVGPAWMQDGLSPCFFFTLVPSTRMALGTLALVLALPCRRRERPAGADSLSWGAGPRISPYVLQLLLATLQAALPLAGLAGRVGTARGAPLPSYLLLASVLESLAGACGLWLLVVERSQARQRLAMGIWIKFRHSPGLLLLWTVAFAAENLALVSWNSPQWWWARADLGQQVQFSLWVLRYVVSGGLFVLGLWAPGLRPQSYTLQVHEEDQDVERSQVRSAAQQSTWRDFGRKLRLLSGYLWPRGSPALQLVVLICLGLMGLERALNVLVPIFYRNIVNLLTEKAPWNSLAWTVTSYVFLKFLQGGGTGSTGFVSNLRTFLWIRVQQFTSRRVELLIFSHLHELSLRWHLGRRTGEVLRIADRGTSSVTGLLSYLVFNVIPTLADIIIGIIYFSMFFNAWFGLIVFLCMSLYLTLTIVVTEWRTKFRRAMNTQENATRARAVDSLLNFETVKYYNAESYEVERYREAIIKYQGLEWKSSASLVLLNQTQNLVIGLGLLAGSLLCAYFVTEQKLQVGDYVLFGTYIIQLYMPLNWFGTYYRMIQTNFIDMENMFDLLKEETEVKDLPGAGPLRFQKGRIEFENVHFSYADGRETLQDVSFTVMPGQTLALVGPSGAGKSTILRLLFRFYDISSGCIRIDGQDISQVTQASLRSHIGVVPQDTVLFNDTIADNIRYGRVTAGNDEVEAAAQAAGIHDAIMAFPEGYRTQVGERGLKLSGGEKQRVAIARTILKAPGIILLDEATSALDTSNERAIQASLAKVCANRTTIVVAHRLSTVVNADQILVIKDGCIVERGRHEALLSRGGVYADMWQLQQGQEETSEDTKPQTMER
MC4R antagonist: MC4R antagonists of cAMP signaling, primary screen, cell-based, TR-FRET, antagonist arm of biased-ligand search; Melanocortin receptor 4 (Homo sapiens), P32245; inhibition, % at 6.5 µM; 360,000 compounds, 0.48% hits; MC4R-expressing cells, MTII-stimulated cAMP, LANCE TR-FRET;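 active = inhibition above its plate's cutoff, the mean of tested wells on that plate plus 3 SD, cut at about 29% in these data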;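 note: 0% = Melanotan II alone and 100% = Melanotan II plus saturating MCL0020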
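Material – human MC4R-expressing U2OS cells · Repeats – no replicates · Detection – TR-FRET with Eu-cAMP and labeled anti-cAMP, 671 nm · Times – compound 30 min, challenge 1 h, detection 1 h · Compound – single nominal compound dose of 6.5 µM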
aDG glyco act: activators of alpha-DG glycosylation, primary screen, uHTS, Pro5-aDG cells, AlphaScreen; alpha-DG glycosylation AlphaScreen (IIH6); 0% Pro5, 100% B10-LARGE cell signal; activation, % at 10 µM; 360,000 compounds, 0.22% hits; AID 624168, 2012;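 active = activation of at least 8% versus controls, or a plate z-score of at least 8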;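 note: Pro5 are CHO cells carrying HIG-tagged alpha-DG that lacks glycosylation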
PDI turbidity: inhibitors of human PDI, primary screen, biochemical, turbidity, single point, plate reader; Protein disulfide-isomerase (Homo sapiens), P07237; PDI insulin aggregation turbidity, A650, 90 min; inhibition, % at 10 µM; 350,000 compounds, 0.052% hits; AID 588391, 2011;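 active = mean inhibition across replicates of 30% or more, whatever share of single replicates reach that level; inconclusive = mean inhibition below 30% while every single replicate reaches 30%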;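 note: absorbance from insulin aggregation driven by PDI reduction with DTT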
Cardio protect: cardioprotection against H2O2-induced cell death, primary screen, uHTS, H9c2 cells, ATPLite luminescence. 360,000 compounds, 0.63% hits. H9c2 cardiomyocytes, H2O2 injury protection, 2 h. protection from H2O2 cell death, % at 20 µM;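 active = compounds giving at least 50% protection of heart cells from peroxide-induced death in the single-dose screen, raw or plate-pattern-corrected value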;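 note: 0% = DMSO wells with peroxide and 100% = DMSO wells without peroxide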
N-glyco inh: increase of ERlucT glycosylation luciferase signal, primary screen, N-linked glycosylation inhibitor project, D54 ERlucT cells, luminescence, set 2. D54 ERlucT glycosylation luciferase reporter, 24 h; percent of 100 nM tunicamycin response. 360,000 compounds, 0.23% hits. reporter increase, % at 12.5 µM;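 active = mean luciferase reporter signal, scaled so untreated is 0 and the glycosylation-blocking control 100, at or above a set limit in every replicate; inconclusive = mean reaches the limit but not every replicate does; inactive = mean below the limit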;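 note: luciferase carries N-glycosylation sites so blocking glycosylation raises the light; 0% = median of neutral control wells and 100% = median of 100 nM tunicamycin wells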
MC4R ag barr: MC4R agonists recruiting beta-arrestin, primary screen, cell-based, luminescence, agonist arm of biased-ligand search; U2OS MC4R beta-arrestin complementation; percent of melanotan II response, DMSO zero; activation, % at 8.9 µM; 360,000 compounds, 0.98% hits;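 active = activation above a per-plate cutoff, the mean activation of sample wells on that plate plus 3 SD, cut at about 8% in these data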
Vif imaging: HIV Vif self-association inhibitors, primary screen, imaging, HEK293T, single point; HEK293T cells, Vif self-association by quenched fluorescence, 24 h; inhibition, % at 7.49 µM; 340,000 compounds, 0.35% hits; AID 602346, 2012; in the data active = inhibition above about 50%, passing the limit was not always enough; inconclusive = no clear call, values can overlap the other calls; inactive = below about 31%; note: some results filed as inactive read as strong as hits
CaV13 FRET inh: Disruptors of the CACNA1D IQ motif to Ca2+-dependent inactivation inhibitor domain association, primary screening, Förster resonance energy transfer in intact living …; HEK cells, CFP/YFP FRET ICDI-IQ, plate reader, 10 min; percent FRET-ratio fall versus neutral wells; inhibition, % at 12.3 µM; 340,000 compounds, 0.098% hits;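 active = mean replicate inhibition of at least 30% and at least 1% of replicates passing that level; inconclusive = only one of the two criteria is met; inactive = neither criterion is met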;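 note: 0% = median of the neutral control wells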
Active calls of the source: *; u = inconclusive; x = no result given.

SMILES	m5-HT2A agonist	ABCB6 inh 2	MC4R antagonist	aDG glyco act	PDI turbidity	Cardio protect	N-glyco inh	MC4R ag barr	Vif imaging	CaV13 FRET inh
Cc1cc2nc(C3CCCCC3)c(Cc3cccc(Cl)c3)n2c(C)c1Br	0	93	x	0.2	x	x	x	x	x	-6
CCOc1ccc(S(=O)(=O)N2CCCCC2)cc1NS(=O)(=O)c1cccs1	1	97	-3	0.1	-5	3	0	-3.0	-7	-2
COCCNC(=O)CCC1CCN(Cc2cccc(Oc3ccccc3)c2)CC1	-4	102	-1	0.2	-2	-3	-2	-0.6	1	-5
COc1ccc(C2=NN(CN3C(=O)C(=O)c4ccccc43)C(c3ccc(Br)cc3)C2)cc1 (configuration not stated)	0	98	8	1.3	-1	-7	4	-2.2	6	-7
CCOC(=O)C(Cc1cc(C(C)=O)ccc1OC(C)C)C(=O)OCC	0	89	1	0.1	-2	4	0	0.3	-8	-5
CCN1CCN(C(=O)c2ccccc2N(Cc2ccccc2)S(C)(=O)=O)CC1	-2	99	18	-0.2	0	5	3	0.0	-9	-5
CCOC(=O)c1cc(=O)n(-c2ccc(Cl)cc2C)[nH]1	2	99	6	-0.1	-1	-1	-11	0.9	-3	-3
O=C(NCCCN1CCOCC1)c1ccc(Cl)s1	0	106	0	0.6	1	12	-1	3.3	9	-5
Cc1cccc(OCC(=O)N/N=C/c2ccc(N(C)C)cc2)c1	-3	97	-1	-0.2	2	-3	1	1.8	1	-7
CS(=O)(=O)N1CCC(C(=O)NCc2ccccc2)CC1	1	106	4	-0.2	-5	3	2	2.7	-1	-1
CCOC(=O)N1CCN(c2cc(=O)n(-c3ccc(C)cc3)c(=O)[nH]2)CC1	4	97	-2	-0.2	x	7	0	-0.4	x	-8
CCOC(=O)c1c(-c2ccccc2)oc2ccc(OCC(N)=O)cc12	0	100	14	0.2	2	5	3	1.1	5	-20
CN(C1=C(N2CCOCC2)C(=O)c2ccccc2C1=O)c1ccccc1	1	92	0	3.1	2	-6	5	-3.2	-16	-3
COc1cccc(CNc2ccc3c(c2)ncn3C(C)C)c1OC	-1	98	5	0.1	16	1	-4	-0.4	2	-6
Cc1cc(NC(=O)CCC(=O)N(Cc2ccco2)C2(C(=O)NC3CCCC3)CCC(C)CC2)no1 (configuration not stated)	-18	98	14	0.1	3	0	-3	-0.2	-4	-7
CN(CC(=O)Nc1c(Cl)cccc1Cl)C(=O)C1CCN(C(=O)Nc2ccccc2)CC1	-1	102	-3	0.1	7	12	0	-3.8	-10	-6
O=C(Nc1ccc(Oc2cccnc2)cc1)C1CCN(Cc2ccccc2)CC1	6	93	2	0.1	5	2	0	3.2	-12	-6
CCCCN(Cc1ccccc1)C(=O)C1CCC(=O)N(CCc2ccccn2)C1 (configuration not stated)	-2	99	14	0.0	0	2	1	-0.1	6	-6
O=C(CN1CCC(NC(=O)c2ccco2)CC1)Nc1cccc2ccccc12	-4	102	2	-0.3	-2	-7	-2	1.9	u	-1
Cc1ccc(C)c(-n2cc(CN3CCNC(=O)CC3)c(-c3ccccc3)n2)c1	5	96	8	2.0	-1	9	2	-1.4	-7	-2
CCN1C(=O)[C@H]2[C@@H](c3ccc(OC)cc3)N3C(=O)CN(CCOC)C(=O)[C@@]3(Cc3ccccc3)[C@H]2C1=O	5	95	-1	0.1	-3	-8	1	0.3	-1	-10
CC12CCC(C/C1=N\N=C1\NC(=O)/C(=C\c3cccc(Br)c3)S1)C2(C)C (configuration not stated)	7	100	13	-0.1	18	1	0	-3.6	x	-4
CC(C)c1nc2sc3c(SCCN(C)C)ncnc3c2c2c1CCC2	-6	98	6	0.3	2	0	-4	3.4	0	-18
O=C(Cn1c(=O)c2cccn2c2ccccc21)NCCc1ccc(Cl)cc1	-4	102	-2	0.4	5	-5	2	-2.0	-24	-2
Cc1ccccc1S(=O)(=O)c1cc(C#N)c(=O)[nH]c1N	-3	95	0	-0.3	-6	0	2	-2.6	21	2

Sorted by length of the SMILES (rising): part of the list above
SMILES	m5-HT2A agonist	ABCB6 inh 2	MC4R antagonist	aDG glyco act	PDI turbidity	Cardio protect	N-glyco inh	MC4R ag barr	Vif imaging	CaV13 FRET inh
O=C(NCCCN1CCOCC1)c1ccc(Cl)s1	0	106	0	0.6	1	12	-1	3.3	9	-5
CS(=O)(=O)N1CCC(C(=O)NCc2ccccc2)CC1	1	106	4	-0.2	-5	3	2	2.7	-1	-1
Cc1ccccc1S(=O)(=O)c1cc(C#N)c(=O)[nH]c1N	-3	95	0	-0.3	-6	0	2	-2.6	21	2
CCOC(=O)C(Cc1cc(C(C)=O)ccc1OC(C)C)C(=O)OCC	0	89	1	0.1	-2	4	0	0.3	-8	-5
CCOc1ccc(S(=O)(=O)N2CCCCC2)cc1NS(=O)(=O)c1cccs1	1	97	-3	0.1	-5	3	0	-3.0	-7	-2
Cc1ccc(C)c(-n2cc(CN3CCNC(=O)CC3)c(-c3ccccc3)n2)c1	5	96	8	2.0	-1	9	2	-1.4	-7	-2
CCOC(=O)N1CCN(c2cc(=O)n(-c3ccc(C)cc3)c(=O)[nH]2)CC1	4	97	-2	-0.2	x	7	0	-0.4	x	-8
CC12CCC(C/C1=N\N=C1\NC(=O)/C(=C\c3cccc(Br)c3)S1)C2(C)C (configuration not stated)	7	100	13	-0.1	18	1	0	-3.6	x	-4
Cc1cc(NC(=O)CCC(=O)N(Cc2ccco2)C2(C(=O)NC3CCCC3)CCC(C)CC2)no1 (configuration not stated)	-18	98	14	0.1	3	0	-3	-0.2	-4	-7
CCN1C(=O)[C@H]2[C@@H](c3ccc(OC)cc3)N3C(=O)CN(CCOC)C(=O)[C@@]3(Cc3ccccc3)[C@H]2C1=O	5	95	-1	0.1	-3	-8	1	0.3	-1	-10

(cont.)
SMILES	m5-HT2A agonist	ABCB6 inh 2	MC4R antagonist	aDG glyco act	PDI turbidity	Cardio protect	N-glyco inh	MC4R ag barr	Vif imaging	CaV13 FRET inh
CCOc1ccc(C(C)=O)cc1CN1C(=O)NC2(CCCCCCC2)C1=O	3	108	0	0.9	8	-4	-1	-0.6	1	-1
O=C(NC1CCCCC1)c1ccc2ccccc2c1O	-5	95	11	0.0	1	-7	-12	2.7	-2	-7
COc1cccc(-n2c(C)nnc2SCC#N)c1	0	103	6	0.0	-3	3	0	-0.3	-4	-8
Cc1ccc(OCC(=O)N2CCN(c3nnc(-c4ccccc4)c4ccccc34)CC2)cc1	8	97	8	0.2	3	17	-6	0.4	-29	-3
O=C1C(=Cc2ccc(F)cc2)Cc2ccccc21	-5	94	x	0.0	x	-14	-3	x	-2	-5
O=C(CSc1nnc(NC(=O)Cc2ccccc2)s1)NCC1CCCO1 (configuration not stated)	-5	95	-6	-0.7	0	-1	1	-0.2	-9	7
CCOCCCN(C(=O)c1snc(C(N)=O)c1N)C(C(=O)NCCC(C)C)c1ccc(F)cc1 (configuration not stated)	4	100	4	-0.1	25	4	1	-1.0	8	-5
Cc1c(C)c2ccc(OCC(=O)NCCN3CCOCC3)c(C)c2oc1=O	1	101	-6	0.4	-4	-5	4	-0.8	7	-14
C/C(=N\Nc1ccc(C(F)(F)F)cn1)c1ccncc1	0	102	2	-0.2	2	0	3	0.3	2	1
COc1ccc(OCC(=O)c2c(O)c3ccccc3oc2=O)cc1	0	98	12	0.0	1	2	0	0.9	8	-8
CC(NC(=O)c1ccc(Cn2cc([N+](=O)[O-])cn2)cc1)c1ccccc1 (configuration not stated)	-2	98	16	0.0	-1	10	0	-2.7	x	-4
COc1cccc(C(=O)Nc2ccc3c(c2)CCCN3C(=O)c2cccs2)c1OC	1	101	2	-0.3	-2	4	-10	0.7	u	-14
Cc1scc(C(=O)N/N=C/c2ccc(OC(C)C)cc2)c1C	-6	99	1	0.0	-13	0	-1	-1.6	x	x
CCCCOC(=O)c1ccc(NC(=S)N2CCN(c3ncc4c(=O)c(C(=O)O)cn(CC)c4n3)CC2)cc1	-3	99	5	0.1	-7	-2	-1	-2.5	12	-4
Cc1csc(NC(=O)c2nc(-c3ccccc3)n(-c3ccccc3)n2)n1	-3	101	3	0.3	-4	20	-3	-2.3	-3	-4
N#Cc1nc(Cc2cccc3ccccc23)oc1N1CCCCC1	-5	98	0	-0.2	3	-22	-2	0.2	-10	-4
COc1cccc(NC(=S)N2CCN(c3ccccn3)CC2)c1	2	102	0	0.0	10	-2	1	-1.6	-15	-3
Fc1ccc(N/N=C/c2ccc(N3CCOCC3)cc2)c(F)c1	-6	97	19	-0.2	-2	-11	-1	-2.2	6	-1
CCOC(=O)C1=C(C)OC(=CC=Cc2ccccc2)C1=O	-1	100	12	-0.1	4	-8	3	0.8	4	-8
O=C(CSc1ncnc2c1cnn2-c1ccccc1)Nc1ccc2c(c1)OCO2	-3	94	0	1.9	-2	-12	1	-0.6	7	-2
COc1ccc(C2=NCCn3cccc32)c(OC)c1	3	98	3	0.1	-1	6	-2	-0.1	-2	-9
Nc1nonc1-n1nnc(C(=O)N/N=C/c2ccc(Cl)cc2Cl)c1CN1CCOCC1	5	102	13	-0.1	0	-4	2	2.2	10	-4
OCCC1CN(Cc2cccn2-c2ncccn2)CCN1CCc1ccccc1 (configuration not stated)	1	94	6	-0.5	7	-6	0	-1.2	-2	9
N#CCC(=O)Nc1ccc(C(=O)OCC(=O)NC(=O)Cc2ccccc2)cc1	2	96	-2	-0.3	6	3	-1	-1.1	-2	-6
C/C(=N\NC(N)=O)c1cccc(Cl)c1	-2	96	0	-0.2	0	1	1	-2.4	16	-5
Cc1ccc(CNS(=O)(=O)c2ccc3c(c2)CCN3C(=O)C2CCC2)cc1	-3	105	10	-0.1	-2	-5	0	1.3	10	-15
COc1cc(S(=O)(=O)NCc2ccncc2)ccc1Br	9	90	8	1.8	-10	-11	-1	-1.2	-20	x
Cc1c(NC(=O)c2ccc(N(Cc3ccccc3)S(C)(=O)=O)cc2)c(=O)n(-c2ccccc2)n1C	-5	101	9	0.5	4	-5	0	-1.6	25	-6
O=C(CN(C(=O)CCC(=O)Nc1ccccn1)c1ccc2c(c1)OCCO2)NCCc1ccccc1	0	96	1	0.0	-7	14	1	0.9	3	-1
CCCCC[C@H](O)/C=C/C1C(=O)C=C[C@H]1C/C=C\CCCC(=O)OC (some centres not stated)	0	103	25	0.0	-2	1	17	-1.3	x	-7
